MPTP inh = inhibitors of mitochondrial permeability transition pore. hit rate 1.4% among 360,000. inhibition, % at 10 µM. AID 602449. isolated mouse mitochondria, Ca2+ swelling absorbance, 30 min;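 active = inhibition of 50% or more, scaled per plate between neutral and stimulator controls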;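 note: 0% = DMSO wells given calcium and 100% = 1 mM EGTA wells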
The depositor's hits bear a star; & = joins results of further samples.

SMILES	MPTP inh
C[C@@H]1CN([C@H](C)CO)C(=O)CCCn2nncc2CO[C@H]1CN(C)Cc1cccc(O)c1	-1.1
CC1(c2nnnn2C2CCCCC2)CCC(=O)N1Cc1ccc2c(c1)OCO2 (stereo unspecified)	11
COCCN1C[C@@H](CO)O[C@@H](n2cnc3c(N4CCOCC4)ncnc32)C1	-1.0
CN1CCC(N2CCN(C3CN(Cc4cn(Cc5cccc(C(F)(F)F)c5)nn4)S(=O)(=O)C3)CC2)CC1 (stereo unspecified)	0.0
COc1ccc(-c2cc3nc(NCCNC(C)=O)n(C)c(=O)c3s2)c(C)c1	-1.6
Cc1ccc(-c2nc3cc(C)c(Br)c(C)n3c2Cc2cccc(Cl)c2)cc1	0.2
COC(=O)[C@]12CCCCC=C1N(Cc1ccc(Cl)cc1Cl)C(=O)[C@H](CC(=O)N1CCN(C(=O)C3CC3)CC1)C2	-2.0
Cc1cccc(C)c1C(O)c1ncc(-c2ccccc2C(F)(F)F)[nH]1 (stereo unspecified)	-1.0
CC(C)CC1C(=O)N(Cc2cn(CCC3OCCO3)nn2)CCS(=O)(=O)N1Cc1ccc(-c2cccc(CO)c2)cc1 (stereo unspecified)	0.2
CCC(c1nc2ccccc2[nH]1)n1c(-c2ccc3ccccc3c2)nc2ccccc21 (stereo unspecified)	10
Cc1cccc(C(O)c2ncc(-c3ccc(Cl)cc3)[nH]2)c1C (stereo unspecified)	1.3
Cc1cc(OC(C)C(=O)NC2CC(C)(C)NC(C)(C)C2)c2c(C)c(C)c(=O)oc2c1 (stereo unspecified)	0.4
CCCNC(=O)C1(C)CCN(C(=O)COc2ccc(Cl)cc2Cl)C1 (stereo unspecified)	0.9
COc1ccc(NC(=O)C2CCN(S(=O)(=O)c3ccc(Cl)c(C(F)(F)F)c3)CC2)cn1	0.4
COc1ccc(-c2ccc(C(=O)NCC3CC3)c3occc23)c(C)c1	-0.1
O=S(=O)(Nc1nc(-c2ccco2)c(-c2ccco2)s1)c1ccc(F)cc1F	1.3
COc1ccc(OC)c(CN2C(=O)CSCC2(C)C(=O)Nc2c(C)cccc2C)c1 (stereo unspecified)	0.6
O=C(c1ccccc1F)N1N=C(C(F)(F)F)CC1(O)c1ccccc1 (stereo unspecified)	0.5
O=C1NC[C@@H]2CCCN2C1=O	0.7
NC(COCc1ccccc1)c1csc(NC(=O)Nc2cccc(Cl)c2)n1 (stereo unspecified)	3.9
CC1(C(=O)NS(=O)(=O)c2cccc(Cl)c2)CCN1C(=O)C1CCCCC1 (stereo unspecified)	0.2
COc1cc(C(O)c2nc(/C=C/c3ccccc3)cs2)ccc1F (stereo unspecified)	2.2
CC(NC(=O)COC(=O)C1CCN(c2ccc(C(F)(F)F)cn2)CC1)c1ccccc1 (stereo unspecified)	0.6
CCOC(=O)C1CCCN(C(=O)c2oc3ccccc3c2C)CC1 (stereo unspecified)	1.0
CCOc1ccc(OCC)c(NC(=O)C2C3C=CC(O3)C2C(=O)O)c1 (stereo unspecified)	-1.4
(list continues)
SMILES	MPTP inh
CCNC(=O)C1(C)CCN(Cc2ccc(OC(F)(F)F)cc2)C1 (stereo unspecified)	-0.3
Cc1ccc(NC(=O)c2cc(S(=O)(=O)N3CCCCC3)ccc2N2CCOCC2)c(C)c1	0.6
C[C@H]1COc2cc(N3CCN(Cc4ccccc4F)CC3)ccc2S(=O)(=O)N1	-1.4
CN1CCN(C2CN(Cc3ccc(F)cc3)S(=O)(=O)C2)CC1 (stereo unspecified)	-0.3
CC(=O)Nc1c([N+](=O)[O-])cc2c3c(cccc13)CC2	-0.1
CCCNC(=O)C1(C)CCN1C(=O)Cc1ccc(C(C)C)cc1 (stereo unspecified)	-0.7
COc1ccc(C2CC=C(C(C)=O)CN2S(=O)(=O)c2ccc(Cl)cc2)cc1 (stereo unspecified)	1.0&-0.9
COC(=O)[C@@]1(Cc2ccc(F)cc2)[C@H]2c3cc(C(=O)N(C)C)n(CCO)c3C[C@H]2CN1C(=O)c1ccccc1	0.7
CC1(Cc2ccc(Cl)cc2)C(=O)Nc2ccc(S(=O)(=O)NC3CCCCC3)cc21 (stereo unspecified)	-0.4
CC1(C(=O)NS(=O)(=O)c2ccc(F)cc2F)CCN1C(=O)c1ccccc1 (stereo unspecified)	-0.1
CN(Cc1cnn(-c2ccc(F)cc2)c1)C(=O)[C@H]1O[C@@H](n2cnc3c(N)ncnc32)[C@H](O)[C@@H]1O	-0.8
C(=Nn1cnnc1)c1ccc2c(c1)CCC2	-0.7
CC1(C(=O)Nc2cnc3ccccc3c2)CCN1C(=O)c1ccccc1CCc1ccccc1 (stereo unspecified)	0.3
C[C@H]1CN(c2ccccc2)C(=O)[C@@H]1CC(=O)Nc1ccc(Br)cc1	0.8
CC(C)C[C@H]1CN([C@@H](Cc2ccc(O)cc2)CN2CCC[C@@H]2CN2C(=S)NC[C@@H]2Cc2ccccc2)C(=S)N1CC1CCCCC1	0.0
CC1NC(=O)c2cccnc2-n2c1nc1cc(F)ccc1c2=O (stereo unspecified)	-1.0
COc1ccc(CN(C)C(=O)C2CSC3(C)CCC(=O)N23)c(OC)c1 (stereo unspecified)	-0.2
CCc1ccc(/C=C2\SC(=S)N(CCCC(=O)N(CCO)c3ccccc3)C2=O)cc1	1.4
COC(=O)C[C@@H]1CC[C@@H](NC(=O)Nc2cc(F)ccc2F)[C@@H](CO)O1	-0.7
COCCNC(=O)c1cccc2c(-c3cccc(C(N)=O)c3)coc12	1.1
COc1ccc(C(O)c2nc(-c3cccc(C(C)C)c3)cs2)cc1 (stereo unspecified)	3.4
Cc1cccc(S(=O)(=O)N2C[C@@H](O)COC[C@@H]3O[C@H](CC(=O)NCCCN4CCOCC4)CC[C@H]32)c1	-2.6
O=C1NC(=O)C([N+](=O)[O-])=C(O)C1=O	-2.1
COc1ccc(Cl)c(-c2cc(C(=O)NC(C)C)[nH]n2)c1	1.6
O=C1CC(SC(=S)C2CCCC2=O)C(=O)N1 (stereo unspecified)	-1.1

Arranged by length of the SMILES (high to low): some entries from above
SMILES	MPTP inh
COc1ccc(Cl)c(-c2cc(C(=O)NC(C)C)[nH]n2)c1	1.6
O=C1NC(=O)C([N+](=O)[O-])=C(O)C1=O	-2.1
O=C1CC(SC(=S)C2CCCC2=O)C(=O)N1 (stereo unspecified)	-1.1

Back to the main list; the 7 compounds before the break are reprinted first.
SMILES	MPTP inh
COC(=O)C[C@@H]1CC[C@@H](NC(=O)Nc2cc(F)ccc2F)[C@@H](CO)O1	-0.7
COCCNC(=O)c1cccc2c(-c3cccc(C(N)=O)c3)coc12	1.1
COc1ccc(C(O)c2nc(-c3cccc(C(C)C)c3)cs2)cc1 (stereo unspecified)	3.4
Cc1cccc(S(=O)(=O)N2C[C@@H](O)COC[C@@H]3O[C@H](CC(=O)NCCCN4CCOCC4)CC[C@H]32)c1	-2.6
O=C1NC(=O)C([N+](=O)[O-])=C(O)C1=O	-2.1
COc1ccc(Cl)c(-c2cc(C(=O)NC(C)C)[nH]n2)c1	1.6
O=C1CC(SC(=S)C2CCCC2=O)C(=O)N1 (stereo unspecified)	-1.1
O=C(c1ccncc1)N(c1ccc(N2CCOCC2)cc1)C(c1ccccc1)c1nc2ccccc2[nH]1 (stereo unspecified)	0.0
CC(=O)c1cccc(NC(=O)C2Cc3c(-c4cccc(C(C)=O)c4)ccnc3O2)c1 (stereo unspecified)	2.7
CCNC(=O)C[C@@H]1CC[C@@H]2NC[C@@H](O)COC[C@H]2O1	-1.2
O=C(COC(=O)c1ccc([N+](=O)[O-])o1)Nc1ccc2c(c1)OC(F)(F)O2	0.5
COc1ccccc1CNC(=O)Nc1nnc([C@H]2C[C@H](O)[C@@H](CO)O2)s1	-0.3
CCOC(=O)C1CCCN(C(=O)c2ccc(SC(F)(F)F)cc2)CC1 (stereo unspecified)	-0.4
OC[C@@H]1CN(Cc2ccncc2)C[C@H](n2cnc3c(N4CCN(c5ccccc5)CC4)ncnc32)O1	15
COc1ccc(-c2coc3c(C(=O)NCc4ccco4)cccc23)c(C)c1	1.3
CCOC(=O)[C@]12Cc3c(cc(OC)c(OC)c3OC)[C@H]1N(Cc1ccccc1)C(=O)c1cc(F)c(F)cc12	1.0
CCOC1=C2[C@H]([C@H]3C(=O)N(c4ccccc4)C(=O)[C@H]3C1)[C@@H](C(C)C)N(S(=O)(=O)c1ccc(C)cc1)[C@H]2c1ccccc1	1.0
OC[C@@H]1CN(Cc2ccco2)C[C@H](n2cnc3c(N4CCN(c5ccccc5)CC4)ncnc32)O1	-2.7
O=S1(=O)N[C@@H](Cc2ccccc2)COc2cccc(N3CCN(Cc4ccccc4F)CC3)c21	1.8
CC(=O)Nc1cc(-c2ccc(N(C)C)cc2)cn2c(-c3ccc(F)c(Cl)c3)cnc12	0.0
OC1c2c(F)cccc2N=C2CCCCCN21 (stereo unspecified)	-0.5
CNc1ncnc2c1ncn2[C@H]1CN(Cc2ccncc2)C[C@@H](CO)O1	-0.7
COC(=O)c1ccccc1N=NNc1ccc([N+](=O)[O-])cc1	0.4
CCCCc1c(-c2ccccc2OC)ncn1CCc1ccc(OC)cc1	9.2
CCC(C)[C@H]1CNC(=O)C(=O)N1CC(C)(C)C (stereo partly specified)	1.4
CC(C)c1ccc(NC(=O)Nc2nc(C(N)CCc3ccccc3)cs2)cc1 (stereo unspecified)	4.6
CCN(CC)C(=O)c1cccc(-c2csc(C(O)c3ccc(F)cc3)n2)c1 (stereo unspecified)	3.4
COc1ccc(-c2csc(C(C)(O)c3cccc(OC)c3)n2)cc1 (stereo unspecified)	40
COc1ccc(C(=O)N2C=Cc3ccccc3C2C#N)cc1 (stereo unspecified)	0.0
O=C(Cn1cc(COc2ccc(Cl)c(Cl)c2)nn1)NS(=O)(=O)c1ccccc1OC(F)(F)F	-0.1
CSCCNC(=O)C1(C)CCN1C(=O)c1sccc1C (stereo unspecified)	-0.8
CCCCN(C)C(=O)c1ccc(Nc2nc(C(N)COCc3ccccc3)cs2)nc1 (stereo unspecified)	0.4
Continued.
SMILES	MPTP inh
O=C(NNC(=O)c1ccco1)c1ccco1	-0.3
CCOC(=O)C1=CCN(S(=O)(=O)c2ccccc2C)C1c1cccc(Cl)c1 (stereo unspecified)	-0.4
CCc1ccc(N2C=C(C(=O)OC)C(c3ccc(OC)cc3)C(C#N)=C2N)cc1 (stereo unspecified)	0.5
CC(=O)Nc1ccc(N2CCOCC2)c(S(=O)(=O)Nc2ccccc2Cl)c1	1.1
COc1ccccc1N1CCN(C(=S)NC(=O)c2ccc([N+](=O)[O-])cc2)CC1	-0.5
CC(C)(C)c1ccc(CC(=O)N2CCC2(C)C(=O)NS(=O)(=O)c2cccc(C#N)c2)cc1 (stereo unspecified)	0.3
C[C@@H]1CN([C@@H](C)CO)C(=O)c2c(c3ccccc3n2C)-c2ccccc2CO[C@H]1CN(C)C(=O)C1CC1	-2.1
CC1(C(=O)Nc2ccc3c(c2)OCCO3)CSCC(=O)N1CCOc1ccccc1 (stereo unspecified)	1.0
Cc1onc(-c2ccccc2)c1C(=O)OCC(=O)c1ccc[nH]1	-2.0
CC1(C(=O)NCc2cccc3ccccc23)CCN1C(=O)Cc1ccc(-c2ccccc2)cc1 (stereo unspecified)	1.8
Cc1ccccc1CSCC1Nc2ccc(C(=O)NCCc3ccccc3)cc2NC1=O (stereo unspecified)	-1.2
CC(C)(C)NC(=O)C(c1ccnc2ccccc12)n1c(=O)c(-c2ccco2)nc2ccccc21 (stereo unspecified)	0.9
COC(=O)[C@]12CCCCC=C1N(Cc1cccc3ccccc13)C(=O)[C@H](CC(=O)N1CCCCC1)C2	-1.2
Cc1cc(NC(=O)CS(=O)(=O)c2cn(Cc3cccc(C(F)(F)F)c3)c3ccccc23)no1	3.3
COc1ccc(-c2oc3c(c2C(=O)OCCCO)C(OCCCCCO)CCC3)cc1 (stereo unspecified)	1.5
C/C(=N\NC(=O)C1CCCC1)c1ccc(NC(=O)C(F)(F)F)cc1	1.2
O=C(CN1CCN(C(=O)CNC(=O)c2ccc(-c3ccccc3)cc2)CC1)Nc1ccccc1Cl	0.8
CC(C)C[C@H]1CNC(=O)C(=O)N1C[C@@H]1CCCN1C[C@H](Cc1ccccc1)N1C[C@H](CC(C)C)N(CC2CCCCCC2)C(=O)C1=O	-1.2
COc1ccc([C@H]2C[C@@H](n3cc(COC(=O)c4ccccc4)nn3)[C@H](O)CN2Cc2cccs2)cc1	-0.8
COc1cccc(C(C)=NNc2ccc([N+](=O)[O-])cc2[N+](=O)[O-])c1OC	0.1
CC1=C(C(=O)N2CCCCCC2)CC(CC(=O)NCCCCc2ccccc2)C(=O)N1CCC1=CCCCC1 (stereo unspecified)	-1.8
Cc1ccc(NC(=O)c2cc(-c3cc(F)ccc3OCC3CCCO3)n[nH]2)cc1NS(C)(=O)=O (stereo unspecified)	-0.1
CCC(=O)N[C@@H]1CC[C@@H](CCNC(=O)Nc2ccc(F)cc2)O[C@@H]1CO	0.6
Cc1ccc(F)c(S(=O)(=O)NC(=O)C2(C)CCN2C(=O)C2(c3ccc(Cl)cc3)CCC2)c1 (stereo unspecified)	0.3
CSc1ccc(CNC(=O)C2(C)CCCN(C(C)=O)C2)cc1 (stereo unspecified)	-0.2
CC1=C(C(=O)N2CCCCCC2)CC(CC(=O)NCCc2ccccn2)C(=O)N1Cc1ccc(F)cc1 (stereo unspecified)	1.2
NC(=O)C1CC(=O)N(c2ccc(OCc3ccc(Cl)c(Cl)c3)cc2)C1 (stereo unspecified)	25
CCOC(=O)C1=CCN(S(=O)(=O)c2ccccc2F)C1c1ccc(Cl)cc1 (stereo unspecified)	-0.9

2 compounds drawn at random from the list so far, as already listed:
SMILES	MPTP inh
CCC(=O)N[C@@H]1CC[C@@H](CCNC(=O)Nc2ccc(F)cc2)O[C@@H]1CO	0.6
CCOC(=O)C1=CCN(S(=O)(=O)c2ccccc2F)C1c1ccc(Cl)cc1 (stereo unspecified)	-0.9

Not all compounds are listed; the hit share may differ from the screen's.
